Assay outcomes as filed in PubChem BioAssay.
HTT cytoprotect: qHTS Multiplex Assay to Identify Dual Action Probes in a Cell Model of Huntington: Cytoprotection (ATP); actives 0.14% (n = 230,000); Potency, µM (top dose mostly 56.4 µM), for the others: cytoprotection (ATP increase), most hits filed as activators; PC12 HTT-Q103 induced, cytoprotection, ATP luminescence, 40 h;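 further: % of control where 0% means no effect; nearly all actives have a fitted effect of over 45% in size; toxic huntingtin expression switched on by the ecdysone agonist tebufenozide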
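PC12 cells with ecdysone-inducible HTT exon 1 Q103-GFP, induced with 100 nM tebufenozide and co-treated with library compounds in a dose series (1536-well, 1500 cells/well). Cytoprotection read as ATP content by ATPlite luminescence.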
GAA glycogen mod: qHTS Assay for Inhibitors and Activators of Human alpha-Glucosidase Cleavage of Glycogen. recombinant GAA, glycogen substrate, Amplex Red glucose oxidase fluorescence. Potency, µM (titrated, usually from 76.4 µM), without a hit: at the top dose activity change, negative = inhibition, most hits filed as inhibitors. actives 0.38% (n = 300,000);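 further: 0% = full enzyme reaction and -100% = no-enzyme basal signal; the screen sought inhibitors and activators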
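Recombinant human enzyme (4 nM); glycogen substrate; 37 C, 40 min, pH 5.0. Readout: coupled glucose oxidase/Amplex Red fluorescence.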
Tau fluor cs: Counterscreen qHTS for Inhibitors of Tau Fibril Formation, Fluorescence Polarization; tau K18 P301L Alexa594 fluorescence, heparin fibrillization; Potency, µM (top dose mostly 57.7 µM), for inactives: top-dose activity change, negative = decrease; actives 0.93% (n = 280,000); further: on the % scale 0 is the no-effect control and ±100 the full control effect; nearly all actives have a fitted effect of over 55% in size
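Human K18 P301L tau (15 uM unlabeled plus 0.24 uM Alexa 594-labeled, final) in 100 mM sodium acetate pH 7 was mixed with compound and 20 uM heparin and incubated 6 hr at 37 C.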
Tau FP inhib: qHTS for Inhibitors of Tau Fibril Formation, Fluorescence Polarization | K18 P301L tau heparin fibrillization, Alexa594 FP, 6 h | Potency, µM (titrated, usually from 57.7 µM), without a hit: at the top dose activity, negative = inhibition, hits mostly inhibitors | actives 0.39% (n = 280,000) | Microtubule-associated protein tau (Homo sapiens), P10636; further: on the % scale 0 is the no-effect control and ±100 the full control effect; nearly all actives have a fitted effect of over 55% in size
Target sequence (P10636 561-689 P618L limits assumed): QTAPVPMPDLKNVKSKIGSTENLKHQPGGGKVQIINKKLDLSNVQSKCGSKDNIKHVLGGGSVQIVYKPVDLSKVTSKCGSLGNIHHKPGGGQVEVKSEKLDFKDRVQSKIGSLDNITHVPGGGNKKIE
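Compound effects on tau fibrillization are measured by Alexa 594 fluorescence polarization (ex 555, em 632 nm). K18 P301L tau is used at 15 uM with 0.24 uM labeled tracer, and 20 uM heparin induces aggregation over 6 hr at 37 C.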
GAA spleen mod: qHTS Assay for Inhibitors and Activators of Human alpha-Glucosidase From Spleen Homogenate; Lysosomal alpha-glucosidase (Homo sapiens), P10253; actives 0.006% (n = 240,000); human spleen homogenate, 4-MU-alpha-glucoside fluorescence; AID 2112, 2009; Potency, µM (series often up to 79.9 µM), for inactives: at the top dose activity change, negative = inhibition, hits mostly inhibitors;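 further: 0% = enzyme with vehicle and -100% = no enzyme basal signal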
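AC50 values come from Hill-equation fits of concentration-response data, normalized to no-enzyme and full-activity controls. Enzyme source: 1 ug human spleen homogenate; 1 mM fluorogenic 4-MU glucoside, pH 5.0 citrate buffer, 37 C, 40 min.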
GAA inh: qHTS Assay for Inhibitors of Human alpha-Glucosidase as a Potential Chaperone Treatment of Pompe Disease; Lysosomal alpha-glucosidase (Homo sapiens), P10253; purified human GAA, 4-MU-alpha-glucoside fluorescence; Potency, µM (titrated, usually from 76.9 µM), for inactives: top-dose activity change, negative = inhibition, actives largely listed as inhibitors; actives 0.005% (n = 200,000); AID 1466, 2008;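 further: plate controls were uninhibited enzyme wells for no effect and no-enzyme background for full effect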
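qHTS format, compound range up to 77 uM. Human lysosomal enzyme at 4 nM, 400 uM 4-MU glucoside substrate, pH 5.0, 20 min room temperature; fluorescence after alkaline stop gives activity normalized to controls.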
Tau ThT inhib: qHTS for Inhibitors of Tau Fibril Formation, Thioflavin T Binding. Microtubule-associated protein tau (Homo sapiens), P10636. recombinant tau K18 P301L, heparin-induced fibrillization, ThT fluorescence. Potency, µM (series often up to 57.4 µM), inactives show at the highest dose activity, negative = inhibition, most hits filed as inhibitors. actives 2.1% (n = 270,000); further: on the % scale 0 is the no-effect control and ±100 the full control effect; nearly all actives have a fitted effect of over 55% in size
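Fibril formation assay: tau K18 P301L at 15 uM with trace Alexa 594 label, heparin inducer 20 uM, pH 7 sodium acetate buffer, 37 C for 6 hr; endpoint ThT signal.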
aGal spleen mod: qHTS Assay for Inhibitors and Activators of Human alpha-Galactosidase From Spleen Homogenate; Alpha-galactosidase A (Homo sapiens), P06280; human spleen homogenate, 4MU-alpha-Gal fluorescence, 40 min; Potency, µM (top dose mostly 80 µM), without a hit: at the highest dose activity change, negative = inhibition, actives largely listed as inhibitors; actives 0.008% (n = 240,000); AID 2107, 2009;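 further: 0% = enzyme with vehicle and -100% = no enzyme basal signal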
Target sequence (P06280 32-429 limits assumed): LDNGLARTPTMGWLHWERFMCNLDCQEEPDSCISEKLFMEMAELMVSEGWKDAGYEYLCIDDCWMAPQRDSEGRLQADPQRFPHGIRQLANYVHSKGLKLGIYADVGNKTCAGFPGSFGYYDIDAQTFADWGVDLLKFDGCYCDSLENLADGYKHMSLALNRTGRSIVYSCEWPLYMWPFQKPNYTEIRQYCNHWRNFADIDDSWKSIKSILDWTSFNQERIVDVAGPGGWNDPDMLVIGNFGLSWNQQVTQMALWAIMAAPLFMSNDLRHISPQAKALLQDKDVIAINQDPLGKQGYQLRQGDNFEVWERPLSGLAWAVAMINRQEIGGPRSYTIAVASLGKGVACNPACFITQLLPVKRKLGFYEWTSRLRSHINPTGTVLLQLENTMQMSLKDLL
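Human spleen homogenate (1 ug) was the enzyme source, with 4-methylumbelliferyl-alpha-D-galactopyranoside (1 mM final) in pH 5.0 citrate buffer with 0.01% Tween-20. Compounds were titrated; after 40 min at 37C, NaOH/glycine stop, 4-MU fluorescence read; AC50 from Hill fits.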
* hit, by the source's call; [ ] = another dose, or the depositor's remark. The call rests on the fitted dose curve; in most records, active means well fitted curve in the direction sought with a large enough effect; inconclusive means small, poorly fitted or top-dose-only effect, or another doubt; inactive means no such curve, though single readings can be large; an effect the other way counts as inactive or inconclusive. Potency means the concentration at half of the fitted maximal effect. Rows were taken by chance. About 3.3% of those tested had a hit in this group.

What do the screens show for `Cc1c(C(=O)NC(=S)Nc2ccc(NC(=O)c3cccs3)cc2)oc2ccccc12`?
HTT cytoprotect: -63%[inhibitor]; GAA glycogen mod: -8%; Tau fluor cs: inconclusive; Tau FP inhib: 5%; GAA spleen mod: 3%; GAA inh: 0%; Tau ThT inhib: inconclusive; aGal spleen mod: -1%

Results for COc1ccc(C(c2oc(CO)cc(=O)c2O)c2oc(CO)cc(=O)c2O)cc1OC ?
HTT cytoprotect: -11%; GAA glycogen mod: inconclusive; Tau fluor cs: -4%; Tau FP inhib: -1%; GAA spleen mod: 8%; GAA inh: -11%; Tau ThT inhib: -1%; aGal spleen mod: -6%

What do the screens show for `CCn1ncc(C2=NOC(C(=O)Nc3cccnc3)C2)c1C` (configuration not stated)?
HTT cytoprotect: -3%; GAA glycogen mod: 10%; Tau fluor cs: -2%; Tau FP inhib: inconclusive; GAA spleen mod: 3%; GAA inh: -7%; Tau ThT inhib: -7%; aGal spleen mod: 9%

How did COc1ccccc1-c1nnc(NC(=O)CSc2nncn2C)s1 do in these assays?
HTT cytoprotect: -189%; GAA glycogen mod: -7%; Tau fluor cs: 6%; Tau FP inhib: 9%; GAA spleen mod: 10%; GAA inh: 0%; Tau ThT inhib: 3%; aGal spleen mod: 7%

What do the screens show for `CCC(=O)N/C(=N/c1nc(C)cc(C)n1)Nc1ccccc1`?
HTT cytoprotect: 18%[10 µM]; GAA glycogen mod: -53%; Tau fluor cs: -7%; Tau FP inhib: -7%; GAA spleen mod: 12%; Tau ThT inhib: 4%; aGal spleen mod: -2%

How did Cc1ccc2ncc(C(=O)N3CCN(c4ccccc4F)CC3)c(=O)n2c1 do in these assays?
GAA glycogen mod: 3%[76.3 µM]; Tau fluor cs: -6%; Tau FP inhib: 1%; Tau ThT inhib: -2%

Results for Cc1ccc(CS(=O)(=O)CCC(=O)NCCCOC(C)C)cc1 ?
HTT cytoprotect: -11%; GAA glycogen mod: 2%; Tau fluor cs: 7%; Tau FP inhib: 15%; GAA spleen mod: -3%; GAA inh: -4%; Tau ThT inhib: -1%; aGal spleen mod: -7%

How did Cc1sc2nc(CN3CCOCC3)nc(NS(=O)(=O)c3ccccc3)c2c1C do in these assays?
HTT cytoprotect: -5%; GAA glycogen mod: 6%; Tau fluor cs: 3%; Tau FP inhib: 5%; GAA spleen mod: -11%; GAA inh: -12%; Tau ThT inhib: 1%; aGal spleen mod: -1%

How did O=C(c1ccccc1O)N1CCOCC1 do in these assays?
HTT cytoprotect: -10%[10 µM]; GAA glycogen mod: 11%; Tau fluor cs: -6%; Tau FP inhib: -2%; GAA spleen mod: 0%; Tau ThT inhib: -7%; aGal spleen mod: 1%

Results for Cc1cc(C)nc(Nc2n[nH]c(-c3ccc(C(C)(C)C)cc3)n2)n1 ?
HTT cytoprotect: 4%[10 µM]; GAA glycogen mod: 9%; Tau fluor cs: -1%; Tau FP inhib: 3%; GAA spleen mod: -2%; GAA inh: 12%; Tau ThT inhib: -5%; aGal spleen mod: -13%

What do the screens show for `CC(C)(C)NC(=O)NC(=O)COC(=O)c1cccc(F)c1`?
GAA glycogen mod: -2%; Tau fluor cs: -13%; Tau FP inhib: -4%; GAA spleen mod: -1%; GAA inh: -1%; Tau ThT inhib: -6%; aGal spleen mod: -3%

How did O=C(C1CC1)N1CCc2cc(Br)cc(S(=O)(=O)NCCN3CCOCC3)c21 do in these assays?
HTT cytoprotect: 7%; GAA glycogen mod: 6%; Tau fluor cs: -4%; Tau FP inhib: -9%; GAA spleen mod: -14%; GAA inh: -1%; Tau ThT inhib: -9%; aGal spleen mod: 0%

What do the screens show for `CCOC(=O)c1c(C)nc2c(C)cccn12`?
HTT cytoprotect: 9%; GAA glycogen mod: -8%; Tau fluor cs: -6%; Tau FP inhib: -2%; GAA spleen mod: 0%; GAA inh: -8%; Tau ThT inhib: -7%; aGal spleen mod: -3%

What do the screens show for `COc1ccc(-c2cc(C(F)(F)F)nc(SCC(=O)NCc3ccco3)n2)cc1OC`?
HTT cytoprotect: -13%[10 µM]; GAA glycogen mod: 16%; Tau fluor cs: 4%; Tau FP inhib: 3%; GAA spleen mod: 13%; GAA inh: 1%; Tau ThT inhib: 10%; aGal spleen mod: 6%

Results for CN(C)C=NC(=O)c1cc(C(=O)c2ccc(C(C)(C)C)cc2)c[nH]1 ?
HTT cytoprotect: -77%[inhibitor]; GAA glycogen mod: -3%; Tau fluor cs: -8%; Tau FP inhib: -4%; GAA inh: inconclusive; Tau ThT inhib: -1%; aGal spleen mod: 1%

What do the screens show for `Cc1cc(C(=O)NC2CCCCC2)c2cc(F)ccc2n1`?
HTT cytoprotect: 0%[10 µM]; GAA glycogen mod: -12%; Tau fluor cs: 1%; Tau FP inhib: 10%; GAA spleen mod: 9%; GAA inh: 4%; Tau ThT inhib: -3%; aGal spleen mod: 0%

Results for CC(C)NC(=S)NC(=O)c1ccc(Cl)cc1Cl ?
HTT cytoprotect: 1%[10 µM]; GAA glycogen mod: 7%; Tau fluor cs: -13%; Tau FP inhib: 0%; GAA spleen mod: 5%; GAA inh: inconclusive; Tau ThT inhib: -5%; aGal spleen mod: 6%

How did CCCCCn1c(CCCNC(=O)c2ccccc2OC)nc2ccccc21 do in these assays?
GAA glycogen mod: -5%[76.3 µM]; Tau fluor cs: -16%; Tau FP inhib: -4%; Tau ThT inhib: -21%

How did CC(C)N(CC#CCC1(O)c2ccccc2-c2ccccc21)CCO do in these assays?
HTT cytoprotect: -2%[10 µM]; GAA glycogen mod: 3%; Tau fluor cs: -5%; Tau FP inhib: 0%; GAA spleen mod: -10%; GAA inh: -7%; Tau ThT inhib: -3%; aGal spleen mod: -7%

Results for CC1CCC(C(=O)NC(C(=O)OCC(=O)c2ccc(Br)cc2)C(C)C)CC1 (configuration not stated) ?
GAA glycogen mod: 14%[76.3 µM]; Tau fluor cs: -1%; Tau FP inhib: -3%; Tau ThT inhib: 5%

The closing three records of the section above come first, to join the parts:
How did CCCCCn1c(CCCNC(=O)c2ccccc2OC)nc2ccccc21 do in these assays?
GAA glycogen mod: -5%[76.3 µM]; Tau fluor cs: -16%; Tau FP inhib: -4%; Tau ThT inhib: -21%

How did CC(C)N(CC#CCC1(O)c2ccccc2-c2ccccc21)CCO do in these assays?
HTT cytoprotect: -2%[10 µM]; GAA glycogen mod: 3%; Tau fluor cs: -5%; Tau FP inhib: 0%; GAA spleen mod: -10%; GAA inh: -7%; Tau ThT inhib: -3%; aGal spleen mod: -7%

Results for CC1CCC(C(=O)NC(C(=O)OCC(=O)c2ccc(Br)cc2)C(C)C)CC1 (configuration not stated) ?
GAA glycogen mod: 14%[76.3 µM]; Tau fluor cs: -1%; Tau FP inhib: -3%; Tau ThT inhib: 5%

Results for Cc1cc(O)ccc1Nc1nc(-c2sc(N)nc2C)cs1 ?
HTT cytoprotect: 9%[0.074 µM]; GAA glycogen mod: inconclusive; Tau fluor cs: inconclusive; Tau FP inhib: inconclusive; GAA spleen mod: -4%; GAA inh: -2%; Tau ThT inhib: 13µM*; aGal spleen mod: 5%

Results for O=C(O)CC(Cc1ccc(Cl)cc1)C(=O)Nc1ccc([N+](=O)[O-])cc1 (configuration not stated) ?
HTT cytoprotect: -5%; GAA glycogen mod: -9%; Tau fluor cs: -14%; Tau FP inhib: 2%; GAA spleen mod: 0%; GAA inh: 2%; Tau ThT inhib: -12%; aGal spleen mod: -16%

What do the screens show for `CCOP(=O)(OCC)c1nc(/C=C/c2ccccc2)oc1NCc1ccccc1`?
HTT cytoprotect: -76%[inhibitor]; GAA glycogen mod: inconclusive; Tau fluor cs: -16%; Tau FP inhib: 10%; GAA spleen mod: inconclusive; GAA inh: inconclusive; Tau ThT inhib: inconclusive; aGal spleen mod: inconclusive

How did CC(=O)N1CCc2cc(S(=O)(=O)NC3CCCc4ccccc43)ccc21 (configuration not stated) do in these assays?
HTT cytoprotect: 38%[10 µM]; GAA glycogen mod: 6%; Tau fluor cs: -2%; Tau FP inhib: 6%; GAA spleen mod: -8%; GAA inh: -6%; Tau ThT inhib: -7%; aGal spleen mod: -3%

What do the screens show for `CCN1CCN(C(CNS(=O)(=O)c2ccc(OC)cc2)c2cccnc2)CC1` (configuration not stated)?
HTT cytoprotect: 16%[10 µM]; GAA glycogen mod: -6%; Tau fluor cs: 8%; Tau FP inhib: 0%; GAA spleen mod: 0%; GAA inh: -5%; Tau ThT inhib: -4%; aGal spleen mod: 12%

What do the screens show for `CCOC(=O)c1c(NC(=O)c2cccnc2)sc(C)c1C`?
HTT cytoprotect: 2%; GAA glycogen mod: 9%; Tau fluor cs: -7%; Tau FP inhib: 7%; GAA spleen mod: -9%; GAA inh: -11%; Tau ThT inhib: -17%; aGal spleen mod: -6%

How did Cc1cc(-c2ccccc2)nc(Oc2ccc(C(C)(C)C)cc2)c1S(C)(=O)=O do in these assays?
HTT cytoprotect: -10%; GAA glycogen mod: -12%; Tau fluor cs: -22%; Tau FP inhib: 1%; GAA spleen mod: -2%; GAA inh: -5%; Tau ThT inhib: -2%; aGal spleen mod: 0%

What do the screens show for `Cc1occc1-c1nnc(SCC(=O)O)n1-c1ccccc1`?
HTT cytoprotect: -14%[10 µM]; GAA glycogen mod: 7%; Tau fluor cs: 14%; Tau FP inhib: 4%; GAA spleen mod: -4%; Tau ThT inhib: 7%; aGal spleen mod: -4%
